Bioassay records as filed in PubChem.
Vif-A3G inh: qHTS for Inhibitors of Vif-A3G Interactions: qHTS; DNA dC->dU-editing enzyme APOBEC-3G (Homo sapiens), Q9HC16; HeLa A3G-eYFP + Vif (tagged APOBEC3G with the HIV-1 protein that degrades it), YFP fluorescence, overnight; Potency, µM (highest dose often 46.1 µM), inactives show at the top dose activity, negative = active, most hits filed as inhibitors; 0.076% of 410,000 active;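 note: potency is the fitted concentration of half-maximal effect; % is set by controls: 0 for no effect and ±100 for the full control effect; nearly all actives have a fitted effect of over 60% in size; hits raise eYFP signal because A3G escapes Vif-driven loss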
Target sequence (Q9HC16 whole entry, looked up): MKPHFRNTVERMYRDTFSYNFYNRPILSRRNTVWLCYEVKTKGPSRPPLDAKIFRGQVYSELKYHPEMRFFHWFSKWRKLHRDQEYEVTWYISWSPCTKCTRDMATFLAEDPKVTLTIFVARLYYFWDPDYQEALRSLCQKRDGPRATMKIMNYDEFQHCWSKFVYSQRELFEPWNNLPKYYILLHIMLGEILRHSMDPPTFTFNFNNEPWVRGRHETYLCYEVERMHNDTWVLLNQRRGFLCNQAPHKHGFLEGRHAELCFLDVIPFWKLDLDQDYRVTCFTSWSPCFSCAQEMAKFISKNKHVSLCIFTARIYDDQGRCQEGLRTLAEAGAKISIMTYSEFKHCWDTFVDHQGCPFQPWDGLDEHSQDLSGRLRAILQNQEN
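HeLa cells stably expressing Vif and C-terminally eYFP-tagged A3G, seeded overnight at 37 deg C, then exposed to compound by pintool overnight at 37 deg C. Rise in yellow fluorescence (Ex 488/Em 500-530, Acumen) marks blocked Vif-driven A3G degradation.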
LDHA inh: qHTS assay for inhibitors of human lactate dehydrogenase | L-lactate dehydrogenase A chain (Homo sapiens), P00338 | purified LDHA, NADH/diaphorase-resazurin fluorescence; stronger effect = lower value | activity change, % (values are at about 110 or 230 µM) | 0.15% of 480,000 active | AID 1347041, 2019; in the data active = activity change below about -30%; inconclusive = mostly about -25% to -30%;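 note: plate controls were DMSO wells for no effect and wells without enzyme for full effect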
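LDH5 2 nM; NADH 0.06 mM, pyruvate 0.2 mM; 200 mM Tris pH 7.4, EDTA, Tween-20; 5 min RT. Detection: diaphorase 0.133 mg/mL + resazurin 37 µM, fluorescence ex540/em590 at 0 and 20 min; normalized to enzyme-free and DMSO wells.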
D2 PAM: HTS Assay for Positive Allosteric Modulators of the Human D2 Dopamine Receptor: Primary Screen for Potentiators; 0.34% of 340,000 active; HEK293 T-REx D2, calcium flux, EC20 dopamine potentiation; potentiation, % at 10 µM; D(2) dopamine receptor (Homo sapiens), P14416;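 active = potentiation over 3 SD above the plate norm, cut at about 30% in these data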; note: 0% is about no effect
Target sequence (P14416 whole entry, looked up): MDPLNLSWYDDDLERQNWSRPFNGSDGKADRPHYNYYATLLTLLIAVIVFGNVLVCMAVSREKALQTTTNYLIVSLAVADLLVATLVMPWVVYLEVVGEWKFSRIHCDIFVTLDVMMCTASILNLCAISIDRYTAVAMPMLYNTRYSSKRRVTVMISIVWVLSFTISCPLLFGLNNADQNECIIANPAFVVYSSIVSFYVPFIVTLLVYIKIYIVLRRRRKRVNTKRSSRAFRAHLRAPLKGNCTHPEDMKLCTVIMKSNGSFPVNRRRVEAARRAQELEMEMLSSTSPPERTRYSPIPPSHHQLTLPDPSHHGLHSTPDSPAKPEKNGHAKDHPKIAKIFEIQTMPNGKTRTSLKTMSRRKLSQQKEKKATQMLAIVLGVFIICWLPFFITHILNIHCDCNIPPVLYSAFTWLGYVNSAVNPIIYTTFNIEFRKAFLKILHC
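Calcium flux readout, no-wash dye, 1 read/s. Inducible HEK293 Trex D2 line, overnight 30 C. Compound alone 180 s (agonist flags), then EC20 dopamine, another 180 s to score potentiation.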
D1 agonist: Allosteric Agonists of the Human D1 Dopamine Receptor: qHTS. D(1A) dopamine receptor (Homo sapiens), P21728. HEK293 T-REx D1 cells, calcium flux, agonist mode. activation, % at 2 µM. 1% of 360,000 active. AID 504660, 2011; in the data active = activation above about 30%; note: 0% is about no effect
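Inducible HEK293 T-REx D1 cells, force-coupled to calcium signalling, were plated at 4000 cells/well with tetracycline and held overnight at 30 C. After no-wash calcium dye loading, compound-evoked calcium rise over 180 s flagged agonists.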
RXFP1 agonist: qHTS Assay for Agonists of the Relaxin Receptor RXFP1. Relaxin receptor 1 (Homo sapiens), Q9HBX9. HEK293T-RXFP1 cAMP TR-FRET, 30 min; response scale: percent of porcine relaxin response, buffer zero. Potency, µM (top dose mostly 57.5 µM), for inactives: at the top dose activation, usual class: activators. 0.3% of 370,000 active. AID 2676, 2010; note: potency is the fitted concentration of half-maximal effect; % is set by controls: 0 for no effect and ±100 for the full control effect; nearly all actives have a fitted effect of over 60% in size; many of its hits are not listed in these tables
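HEK293 cells stably expressing RXFP1, treated 30 min at 37C with compounds plus PDE4 inhibitor Ro 20174; cAMP measured by HTRF TR-FRET. Normalized to buffer and 29 nM porcine relaxin; EC50 by Hill fit.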
Vif-APOBEC3F blk: qHTS for Inhibitors of Vif-A3F Interactions: qHTS; Potency, µM (series often up to 46.1 µM), for the others: at the highest dose activity, negative = active; HeLa A3F-eYFP + Vif (tagged APOBEC3F with the HIV-1 protein that degrades it), YFP fluorescence increase; 0.2% of 390,000 active; note: potency is the fitted concentration of half-maximal effect; % of control where 0% means no effect; nearly all actives have a fitted effect of over 65% in size
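HeLa cells stably expressing A3F-eYFP plus Vif, plated and incubated overnight at 37 deg C, then exposed to compounds overnight at 37 deg C. Blocked degradation read as raised yellow fluorescence (Ex 488/Em 500-530).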
D1 antagonist: Antagonist of Human D 1 Dopamine Receptor: qHTS; D(1A) dopamine receptor (Homo sapiens), P21728; HEK293 TREx D1 cells, calcium flux, dopamine EC80; stronger effect = lower value; activity change, negative = inhibition, % at 10 µM; 3.2% of 360,000 active; AID 504652, 2011; in the data active = activity change below about -30%; note: % is set by controls: 0 for no effect and ±100 for the full control effect
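Tetracycline-induced HEK293 Trex D1 cells, force-coupled to calcium, dye-loaded; compounds added and read 180 s, then EC80 dopamine added and calcium flux tracked kinetically another 180 s.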
D1 potentiator: Potentiators of Human D1 Dopamine Receptor: qHTS; D(1A) dopamine receptor (Homo sapiens), P21728; HEK293 TREx D1 cells, calcium flux, dopamine EC20 potentiation; potentiation, % at 10 µM; 0.036% of 360,000 active; AID 504651, 2011; in the data active = potentiation above about 30%; note: 0% is about no effect
GRP78 ERSR act: qHTS for Inducers of the Endoplasmic Reticulum Stress Response (ERSR) in Human Glioma: qHTS; U87-MG GRP78 promoter luciferase reporter, 16 h; Potency, µM, for the others: at the highest dose activation, most hits filed as activators; 0.02% of 420,000 active; AID 602332, 2012; note: potency is the fitted concentration of half-maximal effect; series mostly up to about 76 µM; % of control where 0% means no effect; nearly all actives have a fitted effect of over 35% in size
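Stably transfected U87-MG glioma cells carrying a GRP78-based luciferase sensor; 16 h compound incubation. Luminescence end-point read 10 min after Bright-Glo addition at room temperature.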
Numbers without * were called inactive; u = inconclusive; x = no result given; & = joins results of further samples. Unless noted, calls come from the whole dose curve; as a rule, active = well fitted curve in the direction sought with a large enough effect; inconclusive = small, poorly fitted or top-dose-only effect, or another doubt; inactive = no such curve, though single readings can be large; an effect the other way counts as inactive or inconclusive.

SMILES	Vif-A3G inh	LDHA inh	D2 PAM	D1 agonist	RXFP1 agonist	Vif-APOBEC3F blk	D1 antagonist	D1 potentiator	GRP78 ERSR act
COCCCN1CC23C=CC(O2)C(C(=O)OC)C3C1=O (configuration not stated)	1%	0	x	x	x	0%	x	x	0%
COc1ccccc1OCC(=O)Nc1ccc(S(=O)(=O)NC(C)=O)cc1	-3%	0	-6	2	1.2%	-2%	-11	-1	-2%
C=CCn1c2ccccc2c2nnc(SCC(N)=O)nc21	1%	1	-8	1	8.4%	0%	10	-7	-7%
O=C(COC(=O)C1CCCCC1)Nc1ccc([N+](=O)[O-])cc1	-1%	-4	-3	4	0.5%	-22%	-35*	-7	-4%
CCN1CCN(C(=O)CN(CC)S(=O)(=O)c2ccc3ccccc3c2)CC1	0%	-6	-8	2	0.0%	2%	0	-3	-1%
COc1ccc2c(c1)C=C([C@@H]1C[C@H]3CN(c4ccccc4)C(=O)[C@]34CCCN14)CO2	-5%	-2	18	0	2.0%	-10%	5	3	2%
O=C(CSc1nc2ccsc2c(=O)n1-c1ccc(Cl)cc1)NCc1ccc(Cl)cc1	-2%	-7	1	10	0.4%	4%	6	-1	-3%
C/C(=N\NC(=O)c1ccc(Cl)cc1)c1cccnc1	0%	-9	-3	0	0.0%	-19%	12	-1	0%
C/C(=N/OC(=O)CC(C)C)c1cc(-c2ccc(Cl)cc2)no1	3%	-1	4	0	0.0%	2%	x	-4	7%
CCN1CCN(C(=O)c2cc3c(OC)c(OC)c(OC)cc3[nH]2)CC1	3%	2&5	-1	2	-1.0%	6%	-2	-1	-1%
COc1ccc(C(=S)N2CCN(C)CC2)cc1	2%	-7	-13	2	-1.0%	0%	-1	4	-5%
C=C1N(c2ccc(Cl)cc2)C(=O)OC1(C)C	1%	-9	19	4	1.0%	-4%	-4	11	-6%
O=[N+]([O-])c1cccc(C=NNc2ccc3ccccc3n2)c1O	-7%	-8	x	x	x	-32%	x	x	-12%
Cc1ccc(NC(=O)CSc2nnc(CNC(=O)c3ccco3)o2)cc1Cl	4%	-22	x	5	-0.2%	4%	-5	-4	-4%
Oc1cccc(Nc2nc(N3CCOCC3)nc(N3CCOCC3)n2)c1	0%	7	-4	3	0.9%	0%	6	-4	-5%
COc1ccc2c(CC(=O)N[C@@H](Cc3ccccc3)C(=O)O)cc(=O)oc2c1	-6%	-10	4	1	4.0%	-2%	9	-6	-1%
C/C(=N\NC(=O)c1nc2ccccn2c1C)c1cccc([N+](=O)[O-])c1	-4%	-14	7	4	28%	1%	-8	-6	0%
CC1=NN(c2ccccc2C(=O)O)C(=O)C1N=Nc1ccccc1 (configuration not stated)	0%	0	5	-2	-0.2%	7%	30	-9	3%
Cc1nc(NC(=S)NC(=O)COc2ccccc2Cl)ccc1Br	0%	-6	-2	3	u	-8%	-1	-1	-2%
COc1ccc(Cl)cc1NC(=O)CCNC(=O)Cn1ccc2ccccc2c1=O	-4%	-4	-18	5	20%	-1%	13	-6	0%
CCOC(=O)c1c(-c2ccccc2)oc2ccc(OCC(=O)NNC(=O)CCC(=O)O)cc12	0%	-2	8	8	5.0%	3%	-2	-7	-5%
Cn1c(C2CCCCC2)nc2c1c(=O)[nH]c(=O)n2Cc1ccccc1	1%	3	x	0	0.6%	0%	13	10	2%
CCc1ccc2[nH]c(C(=O)Nc3ccc(Br)c(C)n3)cc2c1	2%	-1	-4	0	4.2%	-10%	-3	0	1%
O=C(O)/C=C/C(=O)N1CCN(c2cccc(Cl)c2)CC1	-1%	3	-14	6	0.5%	-7%	-41*	-20	-3%
CCCCCCN1C=CC(=C/C=C(\C#N)C(=O)OCC)C=C1	4%	0	3	178*	1.4%	u	-7	-5	1%

The list goes on; the last three above are carried over.
SMILES	Vif-A3G inh	LDHA inh	D2 PAM	D1 agonist	RXFP1 agonist	Vif-APOBEC3F blk	D1 antagonist	D1 potentiator	GRP78 ERSR act
CCc1ccc2[nH]c(C(=O)Nc3ccc(Br)c(C)n3)cc2c1	2%	-1	-4	0	4.2%	-10%	-3	0	1%
O=C(O)/C=C/C(=O)N1CCN(c2cccc(Cl)c2)CC1	-1%	3	-14	6	0.5%	-7%	-41*	-20	-3%
CCCCCCN1C=CC(=C/C=C(\C#N)C(=O)OCC)C=C1	4%	0	3	178*	1.4%	u	-7	-5	1%
CCOC(=O)c1[nH]c(C)c(C(=O)OCC(=O)N(Cc2ccccc2)C(C)C)c1C	-10%	-3	-1	0	0.8%	-4%	-20	0	-6%
COc1ccc(N(CC(=O)Nc2cccc3ccccc23)S(C)(=O)=O)c(OC)c1	1%	2	-4	6	0.0%	9%	-5	1	-4%
CCOc1c(Cl)cc(CNc2ccc(S(N)(=O)=O)cc2)cc1OC	-2%	-5	-1	20	1.6%	-5%	-41*	-8	-2%
COc1ccc(NC(=O)COC(=O)COc2cccc(Br)c2)cc1OC	-1%	-1	-3	6	-3.3%	-23%	-9	5	-2%
CSCCCNC(=S)N(C)CC(=O)Nc1ccc(C)cc1	3%	-5	12	3	-1.6%	7%	-5	9	-4%
c1ccc(-c2nc(NCc3cccnc3)c3oc4ccccc4c3n2)cc1	0%	0	-7	0	-0.2%	x	2	1	-4%
CCNC(=O)CN(c1ccc(Cl)cc1)S(=O)(=O)c1ccccc1	-11%	2	-9	-1	1.9%	-4%	x	3	0%
CCC(C)NCC(=O)Nc1sc2c(c1C(N)=O)CCC2 (configuration not stated)	1%	-4	-4	1	0.2%	-1%	2	2	1%
Cc1ccccc1Cn1c(C(C)O)nc2ccccc21 (configuration not stated)	0%	-6	-6	1	0.9%	-1%	-14	-3	-1%
Cc1ccc(CCNC(=O)Cn2ccc3cc(S(=O)(=O)N4CCCC4)ccc32)cc1	-1%	-3	-5	2	2.7%	-31%	6	-6	1%
COc1ccc(C(=O)Nc2ccc(Cl)cc2C(=O)N2CCOCC2)cc1	1%	-2&-2	-9	4	3.8%	9%	14	-4	-2%
Cc1ccc(Cl)cc1NC(=O)CSc1nc2ccccc2nc1Cc1ccccc1	4%	-11	-5	4	u	3%	4	2	-2%
CN1OC[C@@H]2CN(C(=O)CCc3ccccc3)[C@H](c3cccc(N4CCOCC4)c3)C[C@@H]21	0%	-1	x	x	x	-2%	x	x	0%
CCn1cc2nc(SCc3ccccc3Cl)n(Cc3ccc(OC)cc3)c(=O)c2n1	-1%	-7	3	7	-4.1%	9%	87	1	-4%
COc1cc(/C=C2\SC(=O)NC2=O)ccc1OCc1ccc(Cl)nc1	1%	-8	x	0	2.1%	-3%	9	-3	0%
Cc1csc(NC(=O)CSc2nnc(-c3cccnc3)o2)n1	-1%	-3	6	2	2.0%	2%	5	-10	7%
Cc1cccc(Nc2nc(-c3ccccn3)cs2)n1	2%	9	10	3	0.7%	-2%	-20	2	5%
Cc1ccc(-c2nc(N3CCOCC3)sc2C(=O)N2CCCCC2)cc1	-7%	-4	9	3	1.3%	-10%	-6	-6	-2%
O=C(c1ccc(F)cc1)c1cn(Cc2ccccc2)c2cc3c(cc2c1=O)OCO3	-4%	5	18	1	u	-3%	13	-1	-2%
COC(=O)CCN(C(=O)c1cccc([N+](=O)[O-])c1)c1ccccn1	6%	-5	-2	1	1.7%	11%	-2	-6	-3%
COc1ccc(NS(=O)(=O)c2cc3c4c(c2)C(C)C(=O)N4CCC3)cc1 (configuration not stated)	-1%	-5	-6	1	3.3%	2%	8	-2	0%
COc1cccc(NC(=O)CSc2nnc(CN3CCOCC3)n2C)c1	1%	-2	-3	1	2.7%	-2%	-8	-2	-4%
COc1ccc(C(=O)C2CCN(C(=S)NCC3CCCO3)CC2)cc1 (configuration not stated)	-4%	-14	0	14	1.8%	14%	-22	-1	3%
COc1ccc(C(CNC(=O)c2ccc(NS(=O)(=O)c3ccc(F)cc3)cc2)N2CCOCC2)cc1 (configuration not stated)	-2%	-3	-6	-1	-1.3%	5%	2	-4	-3%
CN(C)C(=S)N=Nc1[nH]c2ccccc2c1O	-6%	5	7	1	-1.0%	u	2	1	3%

Printed as active in D1 antagonist (from the list above):
molecule	D2 PAM	D1 agonist	Vif-APOBEC3F blk	D1 antagonist	D1 potentiator	GRP78 ERSR act
O=C(COC(=O)C1CCCCC1)Nc1ccc([N+](=O)[O-])cc1	-3	4	-22%	-35*	-7	-4%
O=C(O)/C=C/C(=O)N1CCN(c2cccc(Cl)c2)CC1	-14	6	-7%	-41*	-20	-3%
CCOc1c(Cl)cc(CNc2ccc(S(N)(=O)=O)cc2)cc1OC	-1	20	-5%	-41*	-8	-2%

Some of the compounds tested (hit frequency here may not be typical).
